MKP-3 inhibition: MKP-3 phosphatase inhibitors, primary screen, biochemical, rat enzyme, in vitro (AID 425). one-dose inhibition, % at 20 µM; IC50 in µM for titrated hits. recombinant MKP-3 phosphatase activity, fluorescence; higher % means a stronger effect. 110,000 tested, 0.17% active; in the data active = inhibition above about 50%;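 note: plate controls were vehicle for no effect and reference inhibitor for full effect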
Hsp70 displacement: Hsp70 inhibitors, probe displacement, primary screen, biochemical, fluorescence polarization (AID 583) | Heat shock 70 kDa protein 1A (Homo sapiens) | Hsp70 fluorescence polarization probe displacement, mP; higher % means a stronger effect | one-dose displacement, % at 20 µM; IC50 in µM for titrated hits | 140,000 tested, 0.06% active; in the data active = displacement above about 50%;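 note: plate controls were vehicle for no effect and reference ligand for full effect; a part of the inactive calls stands beside numbers as strong as those of hits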
An asterisk follows results filed as active; / = not tested or not shown; & = joins results of further samples. Not all compounds are listed, so the mix of outcomes need not match the whole.

The opening 4 entries, ahead of the listing:
MKP-3 inhibition	Hsp70 displacement	compound
3%	-5.6%	COc1ccc(NC(=O)c2cccc(C(F)(F)F)c2)c2ccccc12
3%	0.0%	O=C(Nc1ccc(Cl)cc1)C1C2/C=C\CCCCC21 (stereo not drawn)
-1%	2.8%	COc1cc(/C=c2\sc3nc4ccccc4n3c2=O)ccc1OC(=O)c1ccc(Cl)cc1
0%	-0.9%	Cc1cc(Oc2ccccc2F)c(F)cc1[N+](=O)[O-]

Main list, repeating the preview:
MKP-3 inhibition	Hsp70 displacement	compound
3%	-5.6%	COc1ccc(NC(=O)c2cccc(C(F)(F)F)c2)c2ccccc12
3%	0.0%	O=C(Nc1ccc(Cl)cc1)C1C2/C=C\CCCCC21 (stereo not drawn)
-1%	2.8%	COc1cc(/C=c2\sc3nc4ccccc4n3c2=O)ccc1OC(=O)c1ccc(Cl)cc1
0%	-0.9%	Cc1cc(Oc2ccccc2F)c(F)cc1[N+](=O)[O-]
2%	5.6%	C=CC(=O)Oc1ccc(N2C(=O)C3CC=C(C)CC3C2=O)cc1 (stereo not drawn)
4%	2.9%	CCCNC(=O)c1ccc(CNc2c(N3CCC(C(=O)OCC)CC3)c(=O)c2=O)cc1
0%	0.3%	Cc1ccc2c(CC(=O)Nc3sccc3C(N)=O)coc2c1
-1%	/	COc1ccc(-c2nnc(COc3ccc4ccccc4c3)o2)cc1OC
0%	-5.7%	COc1ccccc1-c1nnc(NC(=O)C(C)SC2=NCCS2)s1 (stereo not drawn)
1%	1.5%	Cc1cc(NC(=O)C2CCCCC2)cc(C)c1O
-1%	10%	O=c1[nH]c2cc3c(cc2cc1CN(CCc1ccccc1)Cc1nnnn1C1CCCC1)OCCO3
1%	-1.6%	O=C(COc1ccc(-c2ccccc2)cc1)N/N=C/c1ccncc1
9%	29%	O=C1CCCC2=C1C(c1ccco1)Nc1ccc3ccccc3c12 (stereo not drawn)
1%	-0.6%	O=C(O)CCN1C(=O)S/C(=C\c2ccccc2)C1=O
-16%	-3.1%	COc1ccc(-n2c(SCC(=O)Nc3nccs3)nc3sc4c(c3c2=O)CCN(C)C4)cc1
-10%	-1.9%	CCOc1ccc(C2CC(=O)NC3=C2C(=O)CCC3)cc1 (stereo not drawn)
5%	9.9%	COc1ccc(NC(=O)CCCCn2c(=O)[nH]c3ccccc3c2=O)cc1
2%	-0.7%	N#Cc1cn(CC(=O)O)c2ccccc12
1%	4.6%	CCOC(=O)c1cccc(/C=C/N(C)C)c1[N+](=O)[O-]
2%	0.6%	CC(=O)Oc1c(Cl)c(Cl)c(OC(C)=O)c2ccccc12
/	3.5%	O=C(CCCCCCN1C(=O)c2ccccc2C1=O)NC1CCCCC1
3%	3.3%	CCc1c(O)nc(SCC(=O)Nc2ccccc2C)[nH]c1=O
-9%	-2.1%	COc1ccc(C)cc1S(=O)(=O)N1CCC(C(=O)N2CCOCC2)CC1
-7%	-0.3%	COC(=O)c1ccccc1NC(=O)c1ccccc1SC
6%	0.0%	Cc1ccc(Cl)cc1NC(=O)CSc1nc2ccc(N3C(=O)c4ccccc4C3=O)cc2s1
/	0.7%	O=C1NN=C(c2ccc(Cl)cc2)CC1c1cccc(Cl)c1 (stereo not drawn)
1%	2.9%	O=C(O)CSc1nc2ccccc2c(=O)n1-c1ccccc1
-8%	4.9%	CCOC(=O)N1CCC(NC(=O)Cn2cc3c(n2)CCC(C)C3)CC1 (stereo not drawn)
/	-3.4%	CC(=O)CCN1CCOCC1
0%	1.4%	COc1ccc2c(c1OC)C(=O)N(c1ccc(C)cc1)C2=O
2%	-3.4%	Cc1ccccc1Nc1nc(N)nc(COC(=O)C(NC(=O)c2ccco2)C(C)C)n1 (stereo not drawn)
2%	-5.4%	O=C(CCC(=O)N(CC(=O)NC1CCCC1)Cc1ccc2c(c1)OCO2)Nc1ccccn1
5%	5.1%	CCOC(=O)c1ccc(NS(=O)(=O)c2cnc[nH]2)cc1
0%	-1.3%	Cn1cc(/C=C/C(=O)c2ccc(Cl)cc2)c2ccccc21
0%	-5.6%	CCC(=O)NCCSc1c[nH]c2ccccc12
0%	-4.8%	Cc1cc([N+](=O)[O-])ccc1NC(=O)COc1ccccc1C
0%	0.7%	O=C(Nc1cccc(I)c1)c1cc2ccccc2oc1=O
1%	-2.8%	COc1ccc(O)c(/C=N/c2nc3ccccc3[nH]2)c1
-3%	0.2%	Nc1ccc(-c2nnc(-c3ccc(-c4ccccc4)cc3)o2)cc1
-2%	-3.6%	O=C(Nc1c(C(=O)N2CCN(Cc3ccccc3)CC2)cnn1-c1ccccc1)c1cccc(F)c1
0%	5.3%	CCOc1cccc2sc(NC(=O)C(C)C)nc12
/	0.3%	COC(=O)c1ccccc1NC(=O)Cn1c(CCC(=O)O)ccc1-c1cccs1
-15%	/	COc1ccc(OC)c(C(=O)COC(=O)C2CC3CCCC(C2)C3=O)c1 (stereo not drawn)
/	0.3%	Cc1cc(NC(=O)c2ccc3c(c2)OCO3)ccc1NC(=O)c1ccco1
1%	-6.6%	CCN1C(=O)/C(=C\c2ccc(-c3ccc(OC)c(Cl)c3)o2)SC1=S
4%	-0.3%	Cc1ccc(S(=O)(=O)NC(Cc2ccccc2)C(=O)Nc2ccc(F)cc2)cc1 (stereo not drawn)
/	2.5%	COc1ccc(-n2cnc3ccccc32)cc1
2%	2.0%	COc1ccc2occ(C(=O)c3ccccc3Cl)c(=O)c2c1
-14%	5.0%	C=CCNC(=O)COc1ccc(Br)cc1Cl
-2%	0.4%	O=C(c1cc2ccccc2oc1=O)N(Cc1ccco1)CC1CCCO1 (stereo not drawn)
-14%&5%	-14%&0.0%	COc1cccc(C(=O)Nc2ccc(-c3nc4ccccc4o3)c(O)c2)c1
0%	-1.7%	N#Cc1ccc(NC(=O)/C=C\C(=O)O)cc1
-15%	-7.5%	O=c1o[nH]c(-c2ccccc2)c1C1=NCCCCC1
0%	1.3%	COC(=O)c1cc(NC(=O)CCCC(=O)O)cc(C(=O)OC)c1
-12%	-4.5%	CCN(CC)CC(O)Cn1c2ccccc2c2ccccc21 (stereo not drawn)
2%	9.1%	O=S(=O)(c1ccccc1)c1nc(-c2ccccc2)oc1NCc1cccnc1
-3%	-1.6%	CCC(=O)Nc1ccc(NC(=O)C23CC4CC(CC(C4)C2)C3)cn1
3%	1.4%	COc1ccc(NC(=O)Nc2nnc(N3CCCCC3C)s2)cc1OC (stereo not drawn)
4%	4.6%	CC1(C)Cc2c(c(N3CCOCC3)nc3sc4c(=O)[nH]cnc4c23)CS1
-7%	6.4%	Cc1cc(C)cc(CC2CC(=O)N(c3ccc4c(c3)OCCO4)C2=O)c1 (stereo not drawn)

(further entries)
MKP-3 inhibition	Hsp70 displacement	compound
/	-0.2%	CCC(CC)c1nnc(NC(=O)c2c(C)nn(Cc3ccccc3Cl)c2C)s1
-11%	-6.2%	O=C(CCN1c2ccccc2Sc2ccccc21)OCc1nnc(-c2ccccc2)o1
-8%	3.5%	CCOC(=O)c1[nH]c(C)c(/C(O)=C2\C(=O)C(=O)N(CCN(C)C)C2c2cccc(OC)c2OC)c1C (stereo not drawn)
0%	4.3%	Cc1nc2nc3c(c(=O)n2[nH]1)CCC3
-2%	0.6%	CN(C)c1cc[n+](Cc2ccccc2)cc1
3%	8.5%	Cc1ccsc1/C=C(\C#N)c1nc(-c2cccc([N+](=O)[O-])c2)cs1
/	0.4%	Cc1ccn2c(-c3csc(NCc4ccccc4)n3)c(C)nc2c1
/	2.2%	CC1Cc2nc(SCC(=O)Nc3ccc4c(c3)OCCO4)n(C)c(=O)c2S1 (stereo not drawn)
-1%	-1.3%	NNc1nc2sc3c(c2c(=O)n1Cc1ccccc1)CCCC3
1%	-0.3%	CCCOc1ccc(N2C(=O)CC(Nc3ccc(OC(F)(F)F)cc3)C2=O)cc1 (stereo not drawn)
/	4.9%	CCC(C)Sc1nc(O)c(Cc2ccccc2)c(=O)[nH]1 (stereo not drawn)
2%	-4.0%	COc1cc(OC)c(OC)cc1CN1CCN(Cc2cc(OC)c(OC)cc2Br)CC1
5%	-5.5%	NNc1nc(Nc2ccc(Br)cc2)nc(OC(C(F)(F)F)C(F)(F)F)n1
/	0.2%	CCn1cc(C(=O)NC2CCCCC2)c(=O)c2ccc(C)nc21
-15%	0.2%	CCCOC(=O)c1ccc(NC(=O)C2C3C=CC(O3)C2C(=O)O)cc1 (stereo not drawn)

Quoted from the listing:
Under Hsp70 displacement, `CN(C)c1cc[n+](Cc2ccccc2)cc1` is listed with 0.6%
Under Hsp70 displacement, `Cc1ccn2c(-c3csc(NCc4ccccc4)n3)c(C)nc2c1` is listed with 0.4%
Under Hsp70 displacement, `NNc1nc2sc3c(c2c(=O)n1Cc1ccccc1)CCCC3` is listed with -1.3%
Under Hsp70 displacement, `O=C(CCN1c2ccccc2Sc2ccccc21)OCc1nnc(-c2ccccc2)o1` is listed with -6.2%
Under Hsp70 displacement, `COc1cc(OC)c(OC)cc1CN1CCN(Cc2cc(OC)c(OC)cc2Br)CC1` is listed with -4.0%
Under MKP-3 inhibition, `CCOC(=O)c1[nH]c(C)c(/C(O)=C2\C(=O)C(=O)N(CCN(C)C)C2c2cccc(OC)c2OC)c1C` (stereo not drawn) is listed with -8%
Under MKP-3 inhibition, `Cc1ccsc1/C=C(\C#N)c1nc(-c2cccc([N+](=O)[O-])c2)cs1` is listed with 3%

Next part:
MKP-3 inhibition	Hsp70 displacement	compound
-6%	5.4%	Nc1nc(-c2ccc3c(c2)CCCC3)cs1
2%	-1.8%	COc1ccc(C2CC(=O)C3=C(C2)Nc2ccccc2NC3c2ccc(O)cc2)cc1 (stereo not drawn)
/	0.9%	CCOC(=O)N1CCC(N(CCOC)C(=O)Nc2ccc(C)c(C)c2)CC1
-4%	-1.0%	COc1ccc(S(=O)(=O)N(CC(=O)N2CCOCC2)c2cc(Cl)ccc2OC)cc1OC
/	2.0%	CCCCc1nnc(NC(=O)CCSc2ccccc2)s1
0%	2.1%	O=C(O)Cn1nnc(-c2ccccc2Cl)n1
/	-0.7%	Cc1ccccc1C1NC(=O)Cc2ccccc21 (stereo not drawn)
5%	14%	O=C1C=CC(=NOC(=O)c2ccccc2)C=C1
-4%	3.4%	CCc1nnc(NC(=O)C2CCN(C(=O)NC3CCCCC3)CC2)s1
4%	-2.5%	CCC(=O)Oc1ccc2c(C)c(CC)c(=O)oc2c1C
2%	0.6%	COc1ccc(Nc2nc(C(=O)NCCCN3CCOCC3)cs2)cc1
8%	-4.2%	O=C(O)c1cccc(C(=O)O)n1
-14%	-0.8%	CCn1c(SCC(=O)N2CCN(c3ccccc3F)CC2)nnc1-c1ccoc1C
/	-59%	COc1ccc(O)c(/C=N/c2sc(C)c(C)c2C#N)c1
4%	-4.1%&5.7%	CCOC(=O)C1=C(C)NC(=O)NC1c1ccsc1 (stereo not drawn)

Reprinted at random: five records from the list.
MKP-3 inhibition	Hsp70 displacement	compound
2%	0.6%	COc1ccc(Nc2nc(C(=O)NCCCN3CCOCC3)cs2)cc1
/	0.9%	CCOC(=O)N1CCC(N(CCOC)C(=O)Nc2ccc(C)c(C)c2)CC1
4%	-2.5%	CCC(=O)Oc1ccc2c(C)c(CC)c(=O)oc2c1C
0%	2.1%	O=C(O)Cn1nnc(-c2ccccc2Cl)n1
-4%	3.4%	CCc1nnc(NC(=O)C2CCN(C(=O)NC3CCCCC3)CC2)s1

(list continues)
MKP-3 inhibition	Hsp70 displacement	compound
-3%	0.2%	CC1(C)Cc2nc(NCCN3CCOCC3)c(C#N)cc2CO1
0%	2.4%	Cc1ccc(OCC(=O)Nc2ccc(C)c(Cl)c2)c(C)c1
2%	6.2%	COC(=O)C(=C/C=C/c1cccnc1)C(=O)OC
0%	1.7%	Cc1ccc(-n2cnc(N=CN(C)C)c2C(=O)c2ccccc2)cc1
2%	-1.3%	COC(=O)c1c(C)oc2ccc(OC(=O)c3ccc(OC)c(OC)c3)cc12
0%	0.9%&3.5%	CC1(C)CC(=O)C2=C(C1)Nc1ccccc1N1C(=O)c3ccccc3C21 (stereo not drawn)
2%	-0.1%	O=C(c1ccc(CS(=O)(=O)c2ccc(Br)cc2)o1)N1CCCC1
-8%	/	COC(=O)c1cc(-c2ccc(Br)cc2)n[nH]1
-9%	-11%	COc1ccc(-c2ccc(-c3noc(-c4ccccc4F)n3)c(OC)n2)cc1
0%	-3.2%	O=C1S/C(=C/c2ccc(Cl)c(Cl)c2)C(=O)N1c1ccccc1
/	2.2%	Clc1ccc(C(c2nnnn2C2CCCC2)N2CCN(c3nc4ccccc4s3)CC2)cc1 (stereo not drawn)
-6%	7.0%	COc1ccc(N2C(=O)CSC2c2ccc3c(c2)OCO3)cc1 (stereo not drawn)
-2%	1.1%	CCN(CC)S(=O)(=O)c1ccc(NC(=S)Nc2ccc(F)cc2)cc1
/	22%	CN(C)c1ccc(/C=C(\C#N)C(=O)Nc2nc3c(s2)CCN(Cc2ccccc2)C3)cc1
0%	2.8%	COc1cc2[nH]c(=O)n(CCC(=O)N3CCN(c4cc(Cl)ccc4C)CC3)c(=O)c2cc1OC
3%	1.5%	CCn1c(-c2ccccc2Br)n[nH]c1=S
-5%	6.7%	Cc1cc(C)nc(NC(=O)Cc2cccs2)n1
4%	-0.9%	COCCOC(=O)C1=C(C)NC(=O)NC1c1ccc(C)s1 (stereo not drawn)
/	1.2%	Cc1ccc(C)c(NS(=O)(=O)c2ccc(OCC(=O)N3CCCC3)cc2)c1
-1%	-0.2%	CCOC(=O)Nc1ccc(C)cc1Br
/	0.4%	CCOC(=O)c1ccc(NC(=S)N2CCN(S(C)(=O)=O)CC2)cc1
-1%	1.0%	CC1=C(C(=O)OC(C)C)C(c2ccccn2)n2ncnc2N1 (stereo not drawn)
